KRASV12 cytotoxicity = cytotoxicity in KRAS-transformed pancreatic duct cells, primary screen, cell-based, fluorescence, HTS (AID 431); HPDE-C7K KRASV12 cells, Alamar Blue viability, 48 h; higher % means a stronger effect; actives 1.7% (n = 63,000); one-dose cytotoxicity, % at 10 µM; EC50 in µM for titrated hits;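 active = compounds whose percent cytotoxicity in the single-dose primary screen, scaled between solvent and toxic-drug controls, exceeds 50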;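 also: 0% = DMSO solvent wells and 100% = doxorubicin-treated wells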
Spn MK inh = inhibitors of Streptococcus pneumoniae mevalonate kinase; purified MK, PK/LDH-coupled NADH absorbance 340 nm; AID 555; inhibition, % at 10 µM; actives 0.48% (n = 65,000);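 active = ranked among the strongest by inhibition in the single 10 µM screen, a fixed top-ranked set picked for dose follow-up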; also: no value below 0 was filed
HPDE-C7 viability = cytotoxicity in HPDE-C7 cells, cell-based, fluorescence, HTS (AID 430); HPDE-C7 pancreatic duct cells viability, fluorescence; higher % means a stronger effect; cytotoxicity, % at 10 µM; hits with a dose series show EC50 in µM; actives 1.8% (n = 63,000);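 also: cells exposed to compound for 48 hours before viability readout; 0% = vehicle and 100% = reference cytotoxic drug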
Alkaline phosphatase = inhibition of tissue-nonspecific alkaline phosphatase – biochemical, luminescent (AID 518); purified TNAP enzyme, luminescent substrate readout; higher % means a stronger effect; actives 0.09% (n = 64,000); inhibition, % at 20 µM, or IC50 in µM where a hit was titrated; in the data active = a potency from the dose series; inactive = the rest, 99 in 100 with inhibition below about 22%;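 also: plate controls were vehicle for no effect and reference inhibitor for full effect; many of its hits are not listed in these tables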
HT1080 cytotoxicity = HT1080 cell viability loss – fluorescence readout (AID 620); HT1080 viability, fluorescence; higher % means a stronger effect; one-dose cytotoxicity, % at 10 µM; EC50 in µM for titrated hits; actives 0.42% (n = 87,000);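 also: cells exposed to compound overnight then 4 h with Alamar Blue; 0% = vehicle DMSO and 100% = killing control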
Bfl-1 inhibitors = Bfl-1 inhibitors, primary screen, biochemical, fluorescence polarization, FITC-Bid, mouse (AID 432). FITC-Bid BH3 peptide fluorescence polarization displacement; higher % means a stronger effect. one-dose displacement, % at 20 µM; IC50 in µM for titrated hits. actives 0.02% (n = 64,000); in the data active = a potency from the dose series; inactive = the rest, 99 in 100 with displacement below about 15%; also: strong numbers were not always called active
Spn PMK inh = inhibitors of Streptococcus pneumoniae phosphomevalonate kinase; purified PMK, PK/LDH-coupled NADH absorbance 340 nm; inhibition, % at 10 µM; actives 0.49% (n = 65,000); AID 539;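 active = top-ranked compounds by inhibition in the single 10 µM screen, taking a fixed number of the strongest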;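 also: 0% = full reaction with DMSO carrier and 100% = background rate without enzyme reaction; no value below 0 was filed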
LYP phosphatase = LYP phosphatase inhibitors, primary screen, biochemical, DiFMUP fluorescence, recombinant catalytic domain, 10 µM (AID 606); recombinant LYP catalytic domain, DiFMUP fluorescence; higher % means a stronger effect; one-dose inhibition, % at 10 µM; IC50 in µM for titrated hits; 52,000 tested, under 10 active;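 active = IC50 under 40 µM in the dose-response test; inactive = IC50 of 40 µM or more, or never dose-tested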
Spn DPM-DC inh = S. pneumoniae DPM-DC inhibition; AID 556; actives 0.49% (n = 65,000); purified DPM-DC, PK/LDH coupled NADH fluorescence; calls only at 10 µM;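 active = the 320 compounds with the highest percent inhibition in the single-dose primary screen, excluding strongly autofluorescent ones, cut at about 32% in these data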;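 also: kinetic rate of NADH fluorescence loss reporting ADP formed by the decarboxylase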
Spn PMK inh pilot replicates = further read-out of Spn PMK inh, marked with its call; inhibition, %; measured here: pilot screen replicates
Spn MK inh pilot replicates = second read-out of Spn MK inh, no call of its own (marks repeat the call); inhibition, %; measured here: pilot screen replicates
Spn DPM-DC inh pilot screen % = recorded beside Spn DPM-DC inh, whose call it bears; inhibition, %; measured here: pilot screen trials
Active calls of the source: *; i = inactive; nt = no result given. Rule as the data show it, unless noted: active = cytotoxicity above about 50%; inactive = the rest.

SMILES	KRASV12 cytotoxicity	Spn MK inh	HPDE-C7 viability	Alkaline phosphatase	HT1080 cytotoxicity	Bfl-1 inhibitors	Spn PMK inh	LYP phosphatase	Spn DPM-DC inh	others
CCOc1ccc(CCNC(=O)CN2CCN(Cc3ccc(F)cc3)C2=O)cc1OCC	-13%	0	-15%	6%	nt	-5%	1	16%	i
COC(=O)c1ccccc1NC(=O)C12CCC(C)(C(=O)O1)C2(C)C (stereo not given)	-7%	0	1%	9%	-1%	-1%	0	12%	i	Spn PMK inh pilot replicates=5.0;Spn MK inh pilot replicates=0.0;Spn DPM-DC inh pilot screen %=0.0
CCCN(c1ccc(OCC)cc1)c1ncnc2nc[nH]c12	-10%	3	-14%	-7%	7%	-2%	1	16%	i
COC(=O)c1cccc(Nc2nc3ccccc3nc2C)c1	-8%	4	5%	9%	1%	-13%	3	-1%	i
CCOC(=O)c1c(N)sn(-c2ccccc2)c1=S	13%	4	-2%	20%	0%	3%	15	-2%	i	Spn PMK inh pilot replicates=2.0;Spn MK inh pilot replicates=2.0;Spn DPM-DC inh pilot screen %=1.5
CCn1c(SCC(=O)NCCc2ccccc2)nnc1-c1cccs1	-8%	0	-3%	3%	-4%	-9%	21	9%	i
CCOC(=O)c1sc2nccc(N(C)C)c2c1N=CN(C)C	-4%	10	0%	2%	-5%	-4%	11	13%	i
COc1ccc(CN2C(=O)CCC2(C)C(=O)NC2CCCCC2)c(OC)c1 (stereo not given)	-9%	0	-3%	3%	3%	-7%	12	2%	i
CC(=O)Nc1ccc(OCC=C(Cl)Cl)cc1	-2%	7	-4%	8%	10%	-2%	6	nt	i
Cc1ccccc1C(=O)c1cccn1CC(=O)NCc1ccco1	36%	2	-13%	-3%	7%	-4%	17	nt	i
COc1ccc(N2C(=O)CSC23C(=O)N2CCCc4cccc3c42)cc1 (stereo not given)	-5%	6	-7%	4%	-7%	-11%	5	-14%	i
Cc1ccc(-c2c3c(=O)n(C)c(=O)n(C)c3cn2-c2ccccc2O)cc1	13%	0	-7%	6%	4%	-2%	11	6%	nt
Cc1nc(Nc2nc(=O)c3ccccc3n2C)nc2c(C)cccc12	-3%	18	-24%	9%	11%	-8%	7	7%	i	Spn PMK inh pilot replicates=4.0;Spn MK inh pilot replicates=0.0;Spn DPM-DC inh pilot screen %=0.5
Cc1ccc2cc(C(c3nnnn3C(C)(C)C)N3CCCC3)c(=O)[nH]c2c1C (stereo not given)	0%	8	1%	7%	2%	2%	7	nt	i
CC(=O)Nc1cc(C(=O)c2ccccc2)ccc1N1CCOCC1	-16%	13	-19%	11%	-5%	1%	10	9%	i
Cc1ccc(NCN2C(=O)C3C4C=CC(C4)C3C2=O)cc1 (stereo not given)	5%	2	5%	8%	2%	-3%	2	nt	i
Cc1ccc(-n2ncc3c(=O)[nH]c(SCC(=O)N4CCOCC4)nc32)cc1	-3%	2	14%	-12%	-1%	1%	7	1%	i
CN1CC(=O)Nc2ccc(F)cc2C1=O	15%	0	11%	3%	-6%	-2%	6	6%	i
CCn1c(=O)c2cc(C(=O)NCCN3CCOCC3)sc2c2ccccc21	3%	3	12%	6%	5%	3%	3	-1%	nt
CC1CCCCN1S(=O)(=O)c1ccc(NC(=O)c2cccs2)cc1 (stereo not given)	57%*	4	52%*	25%	33%	2%	11	-3%	i	Spn PMK inh pilot replicates=0.0;Spn MK inh pilot replicates=0.5;Spn DPM-DC inh pilot screen %=0.0
CCCn1c(CNC(=O)c2ccccc2)nc2ccccc21	-10%	7	-18%	24%	3%	2%	9	9%	i
CCCCCC#CCC#CCC#CCC#CCCCC(=O)O	32%	3	21%	14%	nt	41%	8	16%	i	Spn PMK inh pilot replicates=5.5;Spn MK inh pilot replicates=0.0;Spn DPM-DC inh pilot screen %=5.5
CCOc1ccc(C(=O)CCN2CCCCC2)cc1	2%	6	-14%	-4%	-1%	3%	9	2%	i
O=C(Nc1ccccc1)Nc1ccccc1C(=O)NCc1ccco1	11%	4	1%	9%	4%	-3%	2	1%	i
COc1cccc(-c2nnc(SCc3nc4ccccc4[nH]3)n2N)c1	6%	7	-1%	-9%	6%	2%	0	5%	i

In the list so far, these have a furan ring, fused or not.
SMILES	KRASV12 cytotoxicity	Spn MK inh	HPDE-C7 viability	Alkaline phosphatase	HT1080 cytotoxicity	Bfl-1 inhibitors	Spn PMK inh	LYP phosphatase	Spn DPM-DC inh	others
Cc1ccccc1C(=O)c1cccn1CC(=O)NCc1ccco1	36%	2	-13%	-3%	7%	-4%	17	nt	i
O=C(Nc1ccccc1)Nc1ccccc1C(=O)NCc1ccco1	11%	4	1%	9%	4%	-3%	2	1%	i

Returning to the listing; the 2 compounds before the break are reprinted first.
SMILES	KRASV12 cytotoxicity	Spn MK inh	HPDE-C7 viability	Alkaline phosphatase	HT1080 cytotoxicity	Bfl-1 inhibitors	Spn PMK inh	LYP phosphatase	Spn DPM-DC inh	others
O=C(Nc1ccccc1)Nc1ccccc1C(=O)NCc1ccco1	11%	4	1%	9%	4%	-3%	2	1%	i
COc1cccc(-c2nnc(SCc3nc4ccccc4[nH]3)n2N)c1	6%	7	-1%	-9%	6%	2%	0	5%	i
COC(=O)c1cn(-c2ccccc2)nc1-c1cccnc1	-4%	6	-5%	19%	0%	-2%	0	5%	i
O=[n+]1c2c(n([O-])c3cc(Br)ccc31)CCC2	nt	4	nt	5%	2%	-5%	11	nt	i
CCCOc1ccc(/C(O)=C2/C(=O)C(=O)N(CCN(C)C)C2c2ccc(O)c(OC)c2)cc1 (stereo not given)	3%	3	6%	6%	-6%	1%	5	1%	i
Cc1nnc(NCc2ccco2)c2ccccc12	5%	2	-6%	0%	-5%	-3%	14	6%	i
Cc1c(N(C)C)nc2ccccc2c1N	-12%	9	-3%	3%	-2%	3%	7	8%	i	Spn PMK inh pilot replicates=0.0;Spn MK inh pilot replicates=0.0;Spn DPM-DC inh pilot screen %=1.0
Cc1oc(-c2cccc(Cl)c2)nc1CN1CCCC(C(=O)NCc2ccco2)C1 (stereo not given)	7%	0	2%	7%	-7%	6%	12	nt	i
O=C(COc1ccccc1Cl)Nc1ccc2c(c1)OCCO2	-7%	1	-6%	8%	-3%	-5%	0	10%	i
COc1ccc(-c2nc(C#N)c(NCCc3ccccc3)o2)cc1OC	-10%	12	-20%	8%	-5%	-4%	11	nt	nt
COc1cc(S(=O)(=O)N(Cc2ccco2)C2CCCC2)ccc1-n1cnnn1	0%	0	2%	6%	-4%	-2%	2	nt	i
CC12CN(C(=O)c3ccccc3)C3(C#N)CC1CCC23C (stereo not given)	4%	10	1%	13%	12%	-4%	3	11%	i
CCCCn1c(SCc2cc(=O)[nH]c3ccccc23)nc2c1c(=O)n(C)c(=O)n2C	6%	4	2%	9%	18%	-2%	9	16%	i
COc1cccc(-c2noc(C3CCCN(C(=O)Cc4ccccc4)C3)n2)c1 (stereo not given)	-17%	8	-22%	4%	-8%	-8%	8	nt	i	Spn PMK inh pilot replicates=2.0;Spn MK inh pilot replicates=1.5;Spn DPM-DC inh pilot screen %=0.0
CCCCCCC(=O)NCC(=O)OCC(=O)c1ccccc1	-27%	6	-14%	1%	-8%	0%	4	-3%	i
CCNC(=O)COn1c(SCC(=O)NCC)nc2ccccc2c1=O	-3%	6	4%	10%	0%	-2%	4	11%	i
Cc1nc2ncnn2c(C)c1CCC(=O)NCCC1=CCCCC1	0%	0	-1%	-4%	1%	-5%	12	nt	i
CCOc1nc(C)ccc1-c1noc(-c2ccco2)n1	-4%	15	4%	10%	0%	0%	11	nt	i
Cn1c(N)c(C(=O)COC(=O)CCCc2c[nH]c3ccccc23)c(=O)n(C)c1=O	-10%	6	1%	1%	-6%	-4%	22	nt	i
Nc1ncnc2c1ncn2CCNCCc1ccccc1	5%	10	-2%	5%	-2%	2%	8	5%	i
Cc1cc(NCc2ccccc2)nc(-c2ccccc2O)n1	10µM*	9	19µM*	8%	-8%	-1%	9	nt	nt
CC1=C(C#N)C(c2ccc3ncccc3c2)C(C#N)=C(C)N1	26%	4	20%	12%	-6%	-8%	1	-1%	i	Spn PMK inh pilot replicates=1.5;Spn MK inh pilot replicates=1.0;Spn DPM-DC inh pilot screen %=0.5
CCOC(=O)CCCNC(=O)CN1C(=O)NC2(CCCCCC2)C1=O	-36%	4	-20%	-2%	4%	-6%	22	-5%	i
O=C(NCc1ccccn1)C1CCCN(S(=O)(=O)c2ccccc2)C1 (stereo not given)	-19%	9	-14%	2%	-1%	-4%	6	2%	i
CC(=O)c1ccc(NC(=O)Cn2nc(C)cc2C)cc1	-3%	5	-14%	12%	-16%	-8%	14	nt	i

Four records picked at random from the list so far:
SMILES	KRASV12 cytotoxicity	Spn MK inh	HPDE-C7 viability	Alkaline phosphatase	HT1080 cytotoxicity	Bfl-1 inhibitors	Spn PMK inh	LYP phosphatase	Spn DPM-DC inh	others
CCNC(=O)COn1c(SCC(=O)NCC)nc2ccccc2c1=O	-3%	6	4%	10%	0%	-2%	4	11%	i
CCCOc1ccc(/C(O)=C2/C(=O)C(=O)N(CCN(C)C)C2c2ccc(O)c(OC)c2)cc1 (stereo not given)	3%	3	6%	6%	-6%	1%	5	1%	i
CCOc1nc(C)ccc1-c1noc(-c2ccco2)n1	-4%	15	4%	10%	0%	0%	11	nt	i
COC(=O)c1cn(-c2ccccc2)nc1-c1cccnc1	-4%	6	-5%	19%	0%	-2%	0	5%	i

Taken from the entries so far (four entries):
SMILES	KRASV12 cytotoxicity	Spn MK inh	HPDE-C7 viability	Alkaline phosphatase	HT1080 cytotoxicity	Bfl-1 inhibitors	Spn PMK inh	LYP phosphatase	Spn DPM-DC inh	others
CCOc1ccc(CCNC(=O)CN2CCN(Cc3ccc(F)cc3)C2=O)cc1OCC	-13%	0	-15%	6%	nt	-5%	1	16%	i
COC(=O)c1ccccc1NC(=O)C12CCC(C)(C(=O)O1)C2(C)C (stereo not given)	-7%	0	1%	9%	-1%	-1%	0	12%	i	Spn PMK inh pilot replicates=5.0;Spn MK inh pilot replicates=0.0;Spn DPM-DC inh pilot screen %=0.0
CCCN(c1ccc(OCC)cc1)c1ncnc2nc[nH]c12	-10%	3	-14%	-7%	7%	-2%	1	16%	i
COC(=O)c1cccc(Nc2nc3ccccc3nc2C)c1	-8%	4	5%	9%	1%	-13%	3	-1%	i

Source: PubChem (several laboratories)
